Pin1 inh: inhibitors of human Pin1 | Q13526 | Pin1 FP peptide displacement, HiFluor488, 10 min | Potency, µM (titrated, usually from 115 µM), for the others: at the top dose activity, negative = inhibition, actives largely listed as inhibitors | hit rate 0.009% among 390,000; active = well fitted inhibition curve with a large enough effect in the polarisation, with a control signal flat, not every such curve was filed as active; inconclusive = small, poorly fitted or top-dose-only effect, or effect the other way, or a change in a side signal; inactive = no such curve, though single readings can be large or run the other way; the % refers to the polarisation; also: % is scaled to controls: 0 for no effect and ±100 for the full control effect
ERG-DNA inh: inhibitors of human ERG Ets domain-DNA interaction; fluorescence polarization, His-ERG Ets domain / labelled DNA; Potency, µM (titrated, usually from 76.9 µM), for the others: at the top dose FP activity, negative = inhibition, most hits filed as inhibitors; hit rate 0.028% among 370,000; active = well fitted inhibition curve with a large enough effect in the polarisation, with a control signal flat; inconclusive = small, poorly fitted or top-dose-only effect, or effect the other way, or a change in a side signal; inactive = no such curve, though single readings can be large or run the other way; the % refers to the polarisation;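 also: polarization taken with two DNA probes labelled with fluorescein and Texas red; % of control where 0% means no effect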
Target sequence (P11308 whole entry, looked up, the tested form may be a part): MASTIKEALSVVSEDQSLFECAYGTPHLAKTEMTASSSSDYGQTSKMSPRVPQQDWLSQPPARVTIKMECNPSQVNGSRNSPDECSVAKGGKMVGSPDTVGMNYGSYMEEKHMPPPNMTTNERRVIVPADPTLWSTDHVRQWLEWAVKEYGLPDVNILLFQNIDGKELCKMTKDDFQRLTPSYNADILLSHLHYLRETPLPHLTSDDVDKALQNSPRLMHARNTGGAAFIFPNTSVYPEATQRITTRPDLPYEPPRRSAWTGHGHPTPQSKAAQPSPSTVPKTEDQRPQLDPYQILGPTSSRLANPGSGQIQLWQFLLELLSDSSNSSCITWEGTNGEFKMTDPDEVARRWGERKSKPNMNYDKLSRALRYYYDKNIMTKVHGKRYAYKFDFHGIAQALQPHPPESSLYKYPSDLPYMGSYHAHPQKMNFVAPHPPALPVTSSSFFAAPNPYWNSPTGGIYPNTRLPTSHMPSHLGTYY
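His-tagged ERG Ets domain (1 uM in the protein solution; 300mM KCl, 50mM Tris-HCl, 1mM EDTA, 1mM DTT, pH 7.5) received compound, then a probe mix of 5 nM fluorescein-DNA and 100nM Texas-615-DNA. Fluorescence polarization was read for both dyes.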
JMJD2A Tudor: inhibitors of human JMJD2A Tudor domain; O75164; AlphaScreen JMJD2A-Tudor / H3K4me3 peptide binding; Potency, µM (highest dose often 114 µM), inactives show at the top dose activity change, negative = inhibition, hits mostly inhibitors; hit rate 4.4% among 390,000; also: % is scaled to controls: 0 for no effect and ±100 for the full control effect; nearly all actives have a fitted effect of over 50% in size
RGS4 inhibitor: blocks human RGS4-accelerated GTP hydrolysis. AID 504845. Transcreener GDP fluorescence polarization, RGS4-accelerated GTP hydrolysis. Potency, µM (top dose mostly 114 µM), inactives show at the highest dose activity change, negative = inhibition, most hits filed as inhibitors. hit rate 0.039% among 390,000; also: % is scaled to controls: 0 for no effect and ±100 for the full control effect; nearly all actives have a fitted effect of over 75% in size; some results filed as inactive show a strong effect at the top dose
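MLSMR compounds (23 nl, pin-transferred) preincubated 10 min at room temperature with a 500nM (2x) first reagent, then RGS4 at 900nM (2x) plus Transcreener GDP mix added; fluorescence polarization (620/688 nm) read before and after 90 min at 30 °C.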
Tb PGK inh: blocks T. brucei phosphoglycerate kinase; PGK/GAPDH coupled, Kinase-Glo luminescence, 60 min; Potency, µM (top dose mostly 57.5 µM), for inactives: top-dose activity change, negative = inhibition, hits mostly inhibitors; hit rate 0.043% among 380,000; also: % is scaled to controls: 0 for no effect and ±100 for the full control effect; nearly all actives have a fitted effect of over 60% in size
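Recombinant glycosomal PGK reaction used 1,3-bisphosphoglycerate generated in-well by GAPDH (100nM final) in 100mM TEA pH 7.6, 5mM MgCl2, 0.01% Tween-20. After 60 minutes at room temperature, ATP was read by Kinase-Glo Plus luminescence end-point.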
HP1b chromo inh: HP1-beta chromodomain-methylated histone interaction inhibition; P83916; AlphaScreen HP1-beta / biotin-H3K9me3 peptide binding; Potency, µM (highest dose often 114 µM), inactives show top-dose activity change, negative = inhibition, usual class: inhibitors; hit rate 0.56% among 390,000; AID 540317; also: nearly all actives have a fitted effect of over 70% in size; inactives centre near 23
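HP1-beta protein (50 nM final) preincubated 30 min at room temperature with biotinylated H3(1-18)K9me3 peptide (50 nM) in PBS pH 7.4, 0.01% Tween-20, then compound added for 30 min. AlphaScreen streptavidin donor/nickel chelate acceptor beads (10 ug/mL final), 30 min dark, luminescence read.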
GLS inh: glutaminase GLS (human) inhibition | O94925 | GLS enzymatic activity, qHTS titration | Potency, µM (highest dose often 45.5 µM), for the others: at the top dose activity change, negative = inhibition, most hits filed as inhibitors | hit rate 0.21% among 410,000; also: % is scaled to controls: 0 for no effect and ±100 for the full control effect
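hKGA in 45 mM KH2PO4 (pH 8.2), 0.02% Tween-20 with compound, then 1mM L-Glutamine (stock as added) plus glutamate oxidase/HRP/Amplex red coupling mix. Fluorescence read initially and after 30 min at RT; signal change reflects glutamate formation.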
TrxR1 inh: rat TrxR1 inhibition | recombinant rTrxR1, NADPH fluorescence consumption, selenite substrate | Potency, µM (doses to about 114 µM), for inactives: at the top dose activity change, negative = inhibition, usual class: inhibitors | hit rate 1% among 390,000 | AID 588453; also: % is scaled to controls: 0 for no effect and ±100 for the full control effect; nearly all actives have a fitted effect of over 65% in size
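Rat TrxR1 (90 nM in the dispensed reagent) was pre-reduced with 400 uM NADPH for 5 min at room temperature, then incubated with compound for 15 min. After 400 uM selenite was added, NADPH fluorescence (Ex 340/Em 450 nm) was followed for 8 min.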
ALOX12 inh: inhibitors of human 12S-lipoxygenase ALOX12 | purified 12hLO, xylenol orange hydroperoxide absorbance | Potency, µM (doses to about 108 µM), inactives show top-dose activity change, negative = inhibition, hits mostly inhibitors | hit rate 1.1% among 580,000 | AID 1671190; also: % is scaled to controls: 0 for no effect and ±100 for the full control effect
Target sequence (P18054 whole entry, looked up): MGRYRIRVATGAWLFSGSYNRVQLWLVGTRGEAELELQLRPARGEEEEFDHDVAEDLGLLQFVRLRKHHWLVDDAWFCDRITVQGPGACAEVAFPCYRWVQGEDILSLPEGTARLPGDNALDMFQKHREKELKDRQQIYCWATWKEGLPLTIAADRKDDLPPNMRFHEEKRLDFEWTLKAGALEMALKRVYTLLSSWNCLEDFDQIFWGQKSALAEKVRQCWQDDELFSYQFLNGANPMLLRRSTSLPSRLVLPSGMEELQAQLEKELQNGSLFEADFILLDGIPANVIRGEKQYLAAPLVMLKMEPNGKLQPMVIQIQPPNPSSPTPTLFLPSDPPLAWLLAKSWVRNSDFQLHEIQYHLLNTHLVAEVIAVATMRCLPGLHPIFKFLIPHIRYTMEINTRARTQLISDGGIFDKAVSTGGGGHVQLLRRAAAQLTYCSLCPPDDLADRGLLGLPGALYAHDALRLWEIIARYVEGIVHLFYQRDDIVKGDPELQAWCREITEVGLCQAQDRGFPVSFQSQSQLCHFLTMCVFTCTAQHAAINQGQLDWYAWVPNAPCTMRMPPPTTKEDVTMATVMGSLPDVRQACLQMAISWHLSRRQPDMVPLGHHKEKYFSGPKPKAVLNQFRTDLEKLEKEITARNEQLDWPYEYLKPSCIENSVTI
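Purified human 12hLO at 150 nM in 25 mM Hepes, 0.01% Triton X-100, pH 7.0, preincubated 15 min at room temperature with compound. Reaction started with 40 uM arachidonic acid, 30 min at room temperature. Hydroperoxide measured by Fe-xylenol orange, 573/405 nm absorbance ratio.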
An asterisk follows results filed as active; i = inactive; ? = inconclusive; & = joins results of further samples; [ ] = remark or other dose. Unless noted, calls follow the shape of the dose curve; as a rule, active = well fitted curve in the direction sought with a large enough effect; inconclusive = small, poorly fitted or top-dose-only effect, or another doubt; inactive = no such curve, though single readings can be large; an effect the other way counts as inactive or inconclusive. Potency is read from the fitted curve at half-maximal effect. A portion of the library. The share of hits here may be higher or lower than overall.

Screens in order: Pin1 inh	ERG-DNA inh	JMJD2A Tudor	RGS4 inhibitor	Tb PGK inh	HP1b chromo inh	GLS inh	TrxR1 inh	ALOX12 inh
CCNc1nc(NCC)n2c(SCC(=O)Nc3ccc(OC)c(OC)c3)nnc2n1
  -5%	-15%	-19%	-8%	-27%	5%	19%	0%	-6%
COc1cc(CNCCCN2CCOCC2)ccc1OCC(=O)NC(C)(C)C
  5%	6%	-8%	13%	2%	22%	-7%	-7%[57.1 µM]	-1%
COc1ccc2nc(NC(=O)CCc3nc(-c4ccccc4F)no3)sc2c1
  -13%	-4%	?	-28%	i	11%	7%	15%	138%[activator]
O=C1CC(c2nc3ccccc3n2CCC2CCCCC2)CN1c1ccccc1Cl (configuration not stated)
  12%	-2%	-33%	-16%	-1%	-15%	17%	13%	-12%
COCc1nnc(NC(=O)c2ccc(NC(=O)C(C)C)cc2)s1
  0%	-20%	-4%	-16%	4%	33%[activator]	-10%	-3%	0%
Cc1cc(C(=O)O)c(S(C)(=O)=O)s1
  5%	10%	-11%	-2%	-7%	23%	14%	1%	0%
Cc1ccc(S(=O)(=O)N(C)C)cc1NC(=O)c1ccccc1SCC(=O)N1CCCC1
  -1%	-4%	-9%	0%	-6%	42%[activator]	9%	10%	0%
COC(=O)C(CCSC)NC(=O)Cn1ncc2c(=O)oc3ccc(C)cc3c21 (configuration not stated)
  -3%	-11%	-1%	1%	-8%	45%[activator]	-8%	0%[57.1 µM]	-10%
CCC(C(=O)OC)n1cnc2c(oc3ccccc32)c1=O (configuration not stated)
  -3%	-4%	-11%	4%	2%	30%	-4%	-2%	28%
Clc1cccc(N2CCN(c3nc4ccccc4c4nc(-c5cccnc5)nn34)CC2)c1
  -6%	-27%	-8%	7%	-2%	24%	1%	11%	0%
O=c1oc2ccc3ccccc3c2cc1-c1nnc(Nc2cccc(F)c2)s1
  25%	1%	-2%	-13%	i	20%	-6%	25%	1%
CN(C)c1ccc(C(=O)OCC(=O)N2CCCCCC2)cc1
  1%	10%	-9%	21%	-8%	29%	-2%	10%	-18%
CC(=O)c1c(C)[nH]c(C(=O)N2CCN(c3cc(Cl)ccc3C)CC2)c1C
  1%	-14%	1%	7%	8%	25%	4%	4%	-11%
CO[C@@H]1[C@@H](OC(N)=O)[C@@H](O)C(Oc2ccc3c(O)c(NC(=O)c4ccc(O)c(CC=C(C)C)c4)c(=O)oc3c2C)OC1(C)C (some centres not stated)
  -8%	-4%	-19%	-12%	-5%	51%[activator]	85%[activator]	20%	?
COc1ccc(-c2c(C#N)c(N)nc3sc(C(=O)c4ccccc4)c(N)c23)cc1
  24%	-1%	15%	-17%	-11%	86%[activator]	2%	-8%	13%
O=C(CSc1nnc(-c2ccccn2)n1-c1ccccc1)Nc1ccc2c(c1)OCO2
  -5%	5%	-30%	-7%	-9%	25%	12%	-15%	3%
CC1CCN(C(=O)c2[nH]cnc2C(=O)N2CCN(c3ccccc3)CC2)CC1
  -2%	7%	-2%	-8%	2%	41%[activator]	21%	15%	-1%
CCn1c(CNc2ccc(OC)cc2)nnc1SCC(=O)Nc1ccc(F)cc1
  -17%	6%	?	9%	i	-18%	-23%	9%	0%
O=C1/C(=C\c2ccc3c(c2)OCO3)CCC/C1=C/c1ccc2c(c1)OCO2
  19%	-6%	?	-20%	-3%	-22%	1%	-16%	318%[activator]
COc1ccc(CCN=C(C)c2cc(C)c(C)cc2O)cc1OC
  2%	1%	3%	-5%	7%	12%	4%	12%[57.1 µM]	1%
CC(C)C(CC(=O)N1CCCCC1)C1CCOC(C)(C)C1 (configuration not stated)
  -4%	-2%	-25%	-5%	-7%	-6%	?	-2%	0%
CC(C)(C)n1cnc(C(N)=O)c1N
  -9%	1%	4%	-21%	-10%	30%	?	13%[57.1 µM]	-7%
O=C(CNC(=O)c1ccccc1)NCC(=O)OCC(=O)c1ccccc1Cl
  -7%	-18%	-2%	6%	-8%	51%[activator]	3%	28%	7%
CCOc1ccc(NC(=O)C2CC(=O)N=C(N)S2)cc1 (configuration not stated)
  -19%	5%	-4%	-14%	-8%	37%[activator]	-11%	22%	0%
O=C(COC(=O)c1n[nH]c2ccccc12)Nc1ccc(S(=O)(=O)N2CCCC2)cc1
  37%[activator]	-3%	-12%	-32%	2%	1%	0%	15%[57.1 µM]	-3%
COc1ccc(C(=O)N2CCN(c3ccccc3)CC2)cc1S(=O)(=O)N1CCOCC1
  -2%	-3%	-9%	-13%	-1%	29%	-1%	10%[57.1 µM]	-14%
O=C1CCc2cc(S(=O)(=O)Nc3ccccc3Cl)ccc2N1
  -1%&0%	-6%	-20%&-2%	-27%	-1%	41%[activator]	-4%	13%	-4%
COC(=O)C1=C(C)N(CCc2ccccc2)C(=O)/C1=C\c1ccco1
  3%	3%	40µM*	-18%	1%	-59%	0%	?	-30%
CCN1CCN(CCCN(Cc2ccco2)C(=S)Nc2cccc(Cl)c2C)CC1
  -4%	10%	-12%	-14%	-5%	11%	-7%	35%[57.1 µM]	-21%
Cc1csc(NC(=O)c2ccc(S(=O)(=O)N3CCN(C)CC3)cc2)n1
  -9%	-8%	-18%	-12%	-5%	17%	-4%	24%	-12%

Retrieved by structure from the list above, 2 records:
Screens in order: Pin1 inh	ERG-DNA inh	JMJD2A Tudor	RGS4 inhibitor	Tb PGK inh	HP1b chromo inh	GLS inh	TrxR1 inh	ALOX12 inh
CCn1c(CNc2ccc(OC)cc2)nnc1SCC(=O)Nc1ccc(F)cc1
  -17%	6%	?	9%	i	-18%	-23%	9%	0%
Clc1cccc(N2CCN(c3nc4ccccc4c4nc(-c5cccnc5)nn34)CC2)c1
  -6%	-27%	-8%	7%	-2%	24%	1%	11%	0%

Next part
Screens in order: Pin1 inh	ERG-DNA inh	JMJD2A Tudor	RGS4 inhibitor	Tb PGK inh	HP1b chromo inh	GLS inh	TrxR1 inh	ALOX12 inh
O=C(COc1ccc(S(=O)(=O)N2CCCCC2)cc1)N1CCCCCC1
  -11%	0%	-16%	18%	-2%	21%	5%	13%[57.1 µM]	0%
CC(=O)N(Cc1ccccc1)Cc1nc2sc(C)c(C)c2c(=O)[nH]1
  3%	5%	-1%	-10%	7%	-12%	0%	12%[57.1 µM]	-16%
CCn1cc(S(=O)(=O)NCCc2ccc(F)cc2)cn1
  -10%	-6%	-17%	-1%	-7%	41%[activator]	3%	16%	-6%
Cc1ccc(S(=O)(=O)N2CCCC(C(=O)Nc3ccc(C(=O)O)cc3)C2)cc1Cl (configuration not stated)
  13%	3%	-16%	7%	-3%	-10%	1%	10%	-5%
COc1cc(OC)cc(OC(=O)c2cccc(S(=O)(=O)N3CCN(C)CC3)c2)c1
  -1%	3%	-23%	19%	5%	4%	0%	-4%[57.1 µM]	-9%
O=C(O)C1CC(=O)N(c2ccc(Br)cc2)C1 (configuration not stated)
  9%	0%	-12%	0%	-5%	25%	16%	4%	-4%
CC1=C(C(=O)OCCNC(=O)c2cccnc2)C(c2cccc([N+](=O)[O-])c2)C(C(=O)OCCN(C)C)=C(C)N1 (configuration not stated)
  5%	4%	-5%	-31%	4%	16%	10%	-1%	-3%
Cc1cc(C)n(C(=O)CNC(=O)c2cccc(F)c2)n1
  2%	1%	-1%	14%	5%	6%	11%	-3%	5%
OC1CCCC1NCc1ccnc2cc(Cl)ccc12 (configuration not stated)
  -1%	6%	-3%	2%	5%	21%[57 µM]	-3%	16%[57.1 µM]	?
CCOC(=O)Cc1csc(NC(=O)COc2ccc(N(C)S(=O)(=O)c3ccc(C)cc3)cc2)n1
  17%	-2%	-17%	-14%	0%	27%	-11%	30%[57.1 µM]	5%
CCOC(=O)N1CCN(C(=O)CSc2nc(=O)n3cccc(C)c3n2)CC1
  2%	1%	-17%	-7%	1%	16%	4%	9%	-28%
CC1CC(=O)c2cnc(NCc3ccco3)nc2C1 (configuration not stated)
  -9%	7%	-3%	-25%	-8%	21%	-4%	-26%	?
O=C(CN1CCN(CC(=O)Nc2cccc(F)c2)CC1)Nc1ccc(-c2ccccc2)cc1
  -7%	3%	-10%	-3%	10%	25%	-2%	5%	-19%
CSc1cccc(CN2CCC(Oc3cccc(C(=O)N4CCCC4)c3)CC2)c1
  5%	9%	-27%	-8%	1%	-6%	6%	-9%	-24%
CCn1ncc(CN2CCN(Cc3ccc(OC)c(C)c3C)C(CCO)C2)c1C (configuration not stated)
  -7%	10%	-17%	0%	-5%	38%	0%	-2%[57.1 µM]	-7%
CCOC(=O)C1=C(C)N=c2s/c(=C\c3ccc(C(=O)O)cc3)c(=O)n2C1c1ccc(F)cc1 (configuration not stated)
  0%	11%	?	-14%	-2%	-10%	14%	-6%	?
Cc1ccc(C(=O)/C=C/c2ccco2)c(O)c1
  3%	-4%	?	-25%	1%	?	10%	-22%[57.1 µM]	?
Cc1ccc(-c2c(C)nn3c(N4CCOCC4)cc(C)nc23)cc1
  -9%	-11%	31%	29%	-5%	49%[activator]	7%	11%	1%
Cc1cccc(N2CCN(C(=O)c3cn(CC(C)C)c(=O)c4c3c3ccccc3n4C)CC2)c1C
  -1%	-4%	-10%	10%	-6%	11%	4%	34%	?
COc1ccc(Cn2c(C)c(C)c(C#N)c2NC(=O)Nc2ccc(Cl)cc2)cc1
  ?	8%	-4%	-47%	-8%	50%[activator]	-14%	-1%	0%
Cc1nn(C)c2c1c(C(F)(F)F)cc(=O)n2CC(=O)NC(C)(C)C
  3%	6%	3%	-4%	0%	1%	2%	13%[57.1 µM]	-13%

Screening results as filed in PubChem.
